Compound activity as filed in PubChem BioAssay.
TAAR1 antag: human TAAR1 antagonists, primary screen, Fluo-8 calcium fluorescence, CHO RD-HGA16 cells; Trace amine-associated receptor 1 (Homo sapiens), Q96RJ0; antagonist; inhibition, % at 3 µM; 360,000 compounds, 1.5% hits;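 active = inhibition above a per-plate cutoff, the mean inhibition of test compounds on that plate plus 3 SD, cut at about 49% in these data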;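 also: 0% = DMSO plus EC80 beta-PEA response and 100% = DMSO alone without agonist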
Target sequence (Q96RJ0 whole entry, looked up): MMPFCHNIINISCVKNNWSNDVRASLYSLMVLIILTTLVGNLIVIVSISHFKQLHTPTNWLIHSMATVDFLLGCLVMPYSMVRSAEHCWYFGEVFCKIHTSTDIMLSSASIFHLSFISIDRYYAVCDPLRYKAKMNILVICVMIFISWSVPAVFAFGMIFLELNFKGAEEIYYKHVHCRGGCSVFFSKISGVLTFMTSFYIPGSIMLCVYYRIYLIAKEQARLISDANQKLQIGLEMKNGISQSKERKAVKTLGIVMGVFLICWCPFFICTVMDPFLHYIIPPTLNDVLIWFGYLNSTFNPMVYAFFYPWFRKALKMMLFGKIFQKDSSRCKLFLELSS
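Assay system: CHO-derived RD-HGA16 cells stably expressing human TAAR1 plus Gα16. Timing: 140 s kinetic read after compound, 140 s after agonist. Technique: kinetic Fluo-8 calcium fluorescence measurement. Measure: % inhibition of agonist calcium response.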
M1 ag parental: counter-screen for M1 agonists: effect in parental CHO-K1 cells; Fluo-8 calcium fluorescence; scaled to maximal ATP response, vehicle zero; 360,000 compounds, 0.48% hits; activation, % at 3 µM; in the data active = activation above about 15%;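 also: untransfected CHO-K1 host cells lacking M1 receptor as counterscreen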
M1 PAM parental: nonselective calcium activators in parental CHO-K1 cells, primary screen, counter-screen for M1 PAM project, cell-based, Fluo-8 calcium fluorescence, full deck, 1536-well. ATP EC20; 0% at ATP EC20, 100% at ATP max. activation, % at 3 µM. 360,000 compounds, 0.02% hits. AID 602247, 2012;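 active = activation above the run cutoff, the mean activation of all test compounds plus 3 SD, cut at about 40% in these data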;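 also: peak over basal fluorescence ratio in a 140 s read after ATP addition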
CHO parental Ca: ATP-evoked calcium signal inhibitors, parental CHO, primary screen, counter-screen for OX1R antagonist project, cell-based, fluorescence, Fluo-8 calcium dye; 330,000 compounds, 0.63% hits; inhibition, % at 5.6 µM; AID 463079, 2010; parental CHO-K1, ATP-induced calcium, Fluo-8 fluorescence;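 active = inhibition above that plate's mean sample inhibition plus 3 SD, cut at about 26% in these data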;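 also: 0% = ATP-challenged DMSO wells and 100% = DMSO wells without ATP; some compounds past the cut are filed as inactive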
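Material – parental CHO cells · Reagent – ATP stimulus · Compound – single nominal dose of 5.6 µM per compound · Detection – Fluo-8 fluorescence · Read-out basis – percent inhibition of calcium signal · Controls – ATP-challenged DMSO wells low, unchallenged DMSO wells high · Repeats – no replicates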
TAAR1 agonist: human TAAR1 agonists, primary screen, Fluo-8 calcium fluorescence, CHO RD-HGA16 cells | Trace amine-associated receptor 1 (Homo sapiens), Q96RJ0 | vehicle wells 0%, saturating PEA agonist 100% | activation, % at 3 µM | 360,000 compounds, 0.99% hits;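 active = activation above the mean activation of all test compounds in the run plus 3 SD, cut at about 38% in these data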
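Assay system: CHO-derived RD-HGA16 cells with stable Gα16 and human TAAR1; timing: 17-24 h seeding, 75 min 37 °C dye, 30 min RT; read-out: % activation from peak over basal fluorescence ratio, DMSO-to-PEA scaled; measured by: kinetic Fluo-8 calcium fluorescence; benchmarks: low control DMSO, high control PEA (EC100); doses: 3 µM single concentration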
CHRM1 antagonist: human M1 muscarinic receptor antagonists, primary screen, CHO-K1 cells, Fluo-8 calcium fluorescence, 1536-well; AID 588852, 2011; Muscarinic acetylcholine receptor M1 (Homo sapiens), P11229; CHO-K1 hM1, ACh EC80 antagonist; 360,000 compounds, 1.3% hits; inhibition, % at 3 µM;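 active = percent inhibition above its own plate's cutoff, namely the mean of that plate's compound wells plus 3 SD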;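 also: peak over basal fluorescence ratio during 140 s after agonist addition; 0% = ACh EC80 plus DMSO and 100% = DMSO alone without agonist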
Target sequence (P11229 whole entry, looked up): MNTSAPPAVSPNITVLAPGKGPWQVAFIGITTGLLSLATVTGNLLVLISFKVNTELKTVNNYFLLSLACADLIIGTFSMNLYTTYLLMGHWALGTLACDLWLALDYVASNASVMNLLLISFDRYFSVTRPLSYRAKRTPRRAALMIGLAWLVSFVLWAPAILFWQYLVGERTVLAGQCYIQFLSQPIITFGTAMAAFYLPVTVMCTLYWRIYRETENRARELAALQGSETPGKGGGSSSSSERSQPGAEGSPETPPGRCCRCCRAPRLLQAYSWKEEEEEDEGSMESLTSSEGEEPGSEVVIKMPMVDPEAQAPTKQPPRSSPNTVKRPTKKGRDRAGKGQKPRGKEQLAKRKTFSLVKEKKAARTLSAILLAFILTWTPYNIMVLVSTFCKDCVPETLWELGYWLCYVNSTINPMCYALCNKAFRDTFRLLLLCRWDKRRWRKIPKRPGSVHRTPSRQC
M1 ag: human M1 muscarinic receptor agonists, primary screen, Fluo-8 calcium fluorescence, CHO-K1 cells, HTS; Muscarinic acetylcholine receptor M1 (Homo sapiens), P11229; CHO-K1 hM1, agonist mode; 0% DMSO, 100% acetylcholine EC100; activation, % at 3 µM; 360,000 compounds, 0.33% hits; AID 588814, 2011;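 active = activation above the run's mean compound activation plus 3 SD, cut at about 16% in these data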;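 also: peak over basal fluorescence ratio within a 140 s kinetic read after compound addition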
M1 PAM: human M1 muscarinic receptor positive allosteric modulators, primary screen, CHO-K1 cells, Fluo-8 calcium fluorescence, 1536-well; Muscarinic acetylcholine receptor M1 (Homo sapiens), P11229; CHO-K1 hM1, ACh EC20; 0% = ACh EC20, 100% = maximal ACh; activation, % at 3 µM; 360,000 compounds, 0.088% hits; AID 588819, 2011; in the data active = activation above about 19%, passing the limit was not always enough
CHO-K1 Ca antag: M1 antagonist counterscreen hit in parental CHO-K1 cells; 360,000 compounds, 0.6% hits; AID 602250; ATP-induced calcium, Fluo-8 fluorescence; inhibition, % at 3 µM;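 active = inhibition above a per-plate cutoff, the plate's mean sample inhibition plus 3 SD, cut at about 24% in these data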;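 also: 0% = DMSO plus EC80 ATP and 100% = DMSO alone without ATP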
An asterisk follows results filed as active; · = not tested or not shown.

Compound,TAAR1 antag,M1 ag parental,M1 PAM parental,CHO parental Ca,TAAR1 agonist,CHRM1 antagonist,M1 ag,M1 PAM,CHO-K1 Ca antag
CCN(C(=O)Cn1c(=O)n(-c2cc(OC)c(OC)c(OC)c2)c(=O)c2ccccc21)c1cccc(C)c1,1,0.9,12,-5,8,-5,-3,3,-6
CN(CC(=O)Nc1ccc(F)c(F)c1F)C(=O)/C=C/c1ccco1,-22,0.8,6,-5,0,-16,0,20,-3
COC(=O)c1cccc(NC(=O)CC2C(=O)NCCN2C(=O)Nc2ccccc2)c1 (stereo unspecified),-19,0.1,-10,-13,1,-8,-2,10,5
CN(Cc1ccc(C(C)(C)C)cc1)C(=O)C1CSC2(C)CCC(=O)N12 (stereo unspecified),6,3.1,-8,-4,18,1,1,-2,-7
COc1ccc(CNC(=O)C(c2ccco2)N(C(=O)Cc2cccs2)c2cccnc2)cc1 (stereo unspecified),16,8.5,14,-9,15,6,-7,4,-6
Cc1nc2ccc(S(=O)(=O)NC(C(=O)NCc3ccc4c(c3)OCO4)C(C)C)cc2s1 (stereo unspecified),7,-0.4,6,-14,-1,-13,0,3,2
Cc1cc(C)cc(N(CC(=O)NC(C)(C)C)C(=O)CNC(=O)c2cccs2)c1,6,0.5,24,-30,11,1,-10,8,-4
CN(N)c1ccc2c(C(F)(F)F)cc(C(F)(F)F)nc2n1,8,4.3,10,-8,6,15,-7,-12,2
O=C(O)CCCNC(=O)c1cncc(Br)c1,-2,0.3,9,-1,5,-51,2,10,-5
COc1ccc(/C=C2\C(=O)NCC(=O)N2C)cc1,-9,0.8,10,0,1,-3,-3,6,-4
O=C(CSc1nc2ccccc2c(=O)n1Cc1ccc(Cl)cc1)NCc1cccs1,-16,0.3,24,-12,10,-5,-7,15,-2
CCOc1ccc(C(=O)Nc2c3c(nn2C(C)(C)C)CSC3)cc1OCC,-10,0.1,26,-19,0,-8,-8,2,-13
NS(=O)(=O)c1ccc(CCNc2ccnc3cc(Cl)ccc23)cc1,5,-0.1,1,-5,-2,-10,-9,4,7
Cc1ccc(N(C(=O)c2snc(C(N)=O)c2N)C(C(=O)NCC2CCCO2)c2ccc3ncccc3c2)cc1 (stereo unspecified),43,4.6,11,·,22,-5,1,1,-5
Cc1ccc(S(=O)(=O)N2CC(C(=O)O)=CC[C@H]2c2ccc(Cl)cc2)cc1,-6,0.2,-3,-10,1,-8,-7,8,-13
O=C(Nc1ccc(Cl)c(Cl)c1)NC1CCS(=O)(=O)C1 (stereo unspecified),5,0.8,-6,14,36,-2,-1,-2,-1
COc1ccc(C(=O)OCCc2cc3ccccc3c(=O)o2)cc1,27,4.0,-14,8,7,15,-4,-11,2
CC(=O)Nc1ccc(S(=O)(=O)Nc2nnc(Cc3ccc(Cl)cc3)s2)cc1,7,0.3,-15,-24,-1,-6,5,23,0
c1ccn2c(c1)nc1c2nc2ccccn21,-5,0.5,17,2,3,-9,-6,4,-13
CC1CCc2cc(F)ccc2N1S(=O)(=O)c1ccc(F)cc1 (stereo unspecified),-2,0.7,24,-4,3,-10,-6,4,-14
CCC(=O)c1ccccc1OCCCCn1cncn1,12,0.4,12,-2,0,-16,-3,15,-10
COc1cccc(NC(=O)[C@H](Cc2ccccc2)NC(=O)[C@@H]2Cc3ccccc3CN2)c1,-23,2.9,1,-12,9,3,0,0,-11
COc1ccc(-c2cc3cccc(OC)c3oc2=O)cc1,-1,-0.4,5,-18,-3,-12,-5,8,-10
COc1ccc([C@@H]2[C@@H]3C(=O)N(C(C)(C)C)C(=O)[C@@H]3[C@]3(Cc4ccc(Cl)cc4)C(=O)N(c4cccc(Br)c4)C(=O)N23)cc1,10,0.1,0,-2,10,0,-3,0,-6
Cc1ccccc1-n1c(N)c(C(=O)Nc2ccc(F)cc2)sc1=S,5,1.1,2,-8,5,-10,0,11,-11
Cc1ccc(S(=O)(=O)N2CCc3ccccc3C2CN2C(=O)c3ccccc3C2=O)cc1 (stereo unspecified),17,0.2,14,-21,14,-27,-3,2,0
C/C(=C\c1cccc(Cl)c1Cl)C(=O)c1c(C)cc(C)[nH]c1=O,0,-0.1,15,-21,3,-19,-4,8,-17
COc1cccc(NC(=O)COC(=O)c2ccccc2SCC(=O)N2CCCC2)c1,17,4.0,-15,-25,8,-9,0,6,3
COC(=O)c1sc(S(=O)(=O)N2CCN(CCO)CC2)c(C(=O)OC)c1C,7,-0.6,-4,0,0,2,-5,8,6
O=C(c1cn(CC2CCCCC2)nn1)N1CCN(c2ccc(F)cc2)CC1,-19,4.6,24,-15,0,-5,-3,0,-6
O=C(COc1ccccc1)N1CCCC1,-8,9.8,7,-2,0,4,-5,1,-11
COc1ccc(/C=C2\CCc3ccccc3C2=O)cc1OC,22,4.2,17,-25,11,0,-5,-5,-33
Cc1ccc(-n2c(SCC(=O)NCCN3C(=O)CSC3=O)nnc2-c2ccccc2F)cc1,-11,0.6,6,-14,2,9,-8,-7,3
CCCCCn1c(N2CCC(Cc3ccccc3)CC2)nc2c1c(=O)[nH]c(=O)n2C,·,1.2,23,-37,·,-10,-5,5,-18
CCC1CCCCN1Cc1c(O)ccc2c(=O)c(-c3ccccc3OC)coc12 (stereo unspecified),-1,2.1,-4,-30,0,-6,-4,5,-6
CCOC(=O)c1[nH]c(C)c(/C=N/O)c1C,-7,0.5,16,-9,2,-12,-3,8,-5
COc1ccc(-c2c(C(=O)c3ccc(Br)cc3)[nH]c(N)c2C(=O)c2ccccc2)cc1OC,60*,5.1,18,·,16,·,·,·,-6
C/C(=N\O)C(=O)NCc1ccncc1,-7,-0.1,-10,-12,15,3,-3,-8,25*
O=C(/C=C\Nc1ccc(S(=O)(=O)Nc2ncccn2)cc1)c1cccc2ccccc12,-11,0.1,0,-9,0,-7,0,18,-11
COc1ccc(C(c2sc3ncnn3c2O)N2CCN(c3ccccc3F)CC2)cc1OC (stereo unspecified),-24,-0.1,12,-17,8,-4,0,1,-11
CC(=O)Nc1cccc(NC(=O)CSc2nc3c(c(=O)n(C)c(=O)n3C)n2C)c1,-3,0.4,9,0,-1,-11,-5,7,-5
Cc1c(C(N)=O)sc2ncn(CC(=O)N(C)C3CCCCC3)c(=O)c12,-6,0.5,-1,-9,0,-5,-4,4,-11
CC1CCN(C(=O)C(C)c2ccc([N+](=O)[O-])cc2)CC1 (stereo unspecified),11,-0.1,-6,-14,4,6,-10,-5,8
CN(CC(=O)Nc1cccc(F)c1)C(=O)c1ccc2c(=O)n3c(nc2c1)CCC3,6,0.5,10,-13,1,0,-3,0,6
O=C(CSc1nc2c([nH]c3ccccc32)c(=O)n1-c1ccccc1F)NCC1CCCO1 (stereo unspecified),2,3.0,16,1,2,-2,-5,3,-3

Marked active in TAAR1 antag, of those listed so far:
| smiles | TAAR1 antag | CHRM1 antagonist |
| --- | --- | --- |
| COc1ccc(-c2c(C(=O)c3ccc(Br)cc3)[nH]c(N)c2C(=O)c2ccccc2)cc1OC | 60* | · |

The list continues:
Compound,TAAR1 antag,M1 ag parental,M1 PAM parental,CHO parental Ca,TAAR1 agonist,CHRM1 antagonist,M1 ag,M1 PAM,CHO-K1 Ca antag
Cc1ccc(CSCC(=O)N2CCN(Cc3ccc4c(c3)OCO4)CC2)cc1,19,2.0,2,8,10,3,-3,-8,-2
CSc1nnc(-c2sccc2OCc2ccccc2)n1C,-10,1.1,25,-6,10,-3,0,7,-12
CCOC(=O)C1=CCC2C(=O)N(CC)C(=O)C12 (stereo unspecified),1,0.4,13,·,0,-7,-7,9,6
O=C(O)CCc1ccc(-c2ccc(F)cc2)n1NC(=O)c1ccco1,-2,0.3,12,-13,5,-9,-2,-1,-9
CN(CC(=O)NC(=O)NCc1ccccc1)CC(=O)Nc1ccc(Cl)c(C(F)(F)F)c1,3,4.3,3,-1,13,12,1,-4,9
COCCNC(=O)c1onc(CSc2ccc(Cl)cc2)c1C(=O)O,19,2.8,7,0,0,5,-2,5,0
O=C(/C=C/c1ccccc1[N+](=O)[O-])Nc1ccccc1,7,1.3,11,-2,2,-1,-5,7,0
O=C(O/N=C(\c1ccccc1)c1ccncc1)c1ccccc1Cl,-1,0.4,15,-10,5,-18,8,18,-16
CCn1c(/C=C/c2c[nH]c3ccccc23)nc2ccccc2c1=O,20,1.6,8,-2,7,-9,-2,8,2
Cc1[nH]n(-c2ccc([N+](=O)[O-])cc2)c(=O)c1C=NCCN1CCN(C(=O)c2ccc(F)cc2)CC1,9,0.8,15,-5,12,-5,-1,1,-7
COc1ccc(CCNC(=O)C2CCCN(S(=O)(=O)c3ccc(F)cc3)C2)cc1OC (stereo unspecified),-23,0.8,-22,-14,0,3,-1,7,11
O=C(c1cc(-c2ccc(O)cc2)on1)N1CCOCC1,2,2.0,20,9,0,-12,1,14,-19
O=C(CSc1nc2ccccc2s1)NCCOc1ccc(Cl)cc1,-1,1.6,26,-7,4,2,-3,4,-29
CC(C)N(C(=O)COC(=O)c1ccc([N+](=O)[O-])cc1)c1ccccc1,9,3.0,22,-13,9,-15,-4,8,-19
COC(=O)c1c(NC(=O)C(=O)N2CCCC2)sc2c1CC(C)(C)OC2,-20,-0.3,-10,-4,15,5,-2,-5,1
Cc1cc(CNC(=O)COc2ccccc2F)c2ccccc2n1,-7,5.7,0,-6,11,6,-1,-6,0
CCc1cc(OCCN(C)C)ccc1Cl,-17,0.9,9,-11,1,1,-7,4,-4
O=C1CSC(c2ccccc2[N+](=O)[O-])N1c1ccccc1 (stereo unspecified),9,2.8,20,-2,9,-6,-14,8,2
O=C(CSc1n[nH]c(-c2cccnc2)n1)Nc1ccc(Cl)cc1,1,1.5,-12,-14,5,8,-5,4,0
CCCc1nc2c3ccccc3ccn2c1Cc1cccc(F)c1,-12,0.7,15,·,0,56*,-6,-26,-20
COc1cc(OC)c2c(-c3ccccc3)cc(=O)oc2c1C(CC(=O)N1CCN(c2ccccc2)CC1)c1ccc(N(C)C)cc1 (stereo unspecified),-4,1.1,25,-1,2,2,-5,0,-17
